Yfh1-off respiration – enhancers of respiration in Yfh1-depleted yeast, dose response, Friedreich's ataxia, plus single-dose screen (AID 1465); S. cerevisiae Yfh1-off respiration, WST-1 reduction, 72 h; higher fold induction means a stronger effect; fold induction at 50 µM, or EC50 in µM where a hit was titrated; 0.074% of 220,000 active;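 active = fold induction of absorbance versus untreated yeast above a set limit, then at least 30% activation at any dose in follow-up; inconclusive = repeats straddling the limit, or above it without dose testing; inactive = fold induction below the set limit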;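 also: activators that raise dye reduction in frataxin-depleted yeast; strong numbers were not always called active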
WT yeast gro inh – growth inhibition of WT yeast, mitochondrial fusion screen; inhibition, % at 10 µM; mitochondrial fusion phenotypic screen, WT strain; 2.1% of 190,000 active; in the data active = inhibition above about 58%; tested in S. cerevisiae
West Nile antiviral – West Nile virus antiviral activity, cell-based, CPE readout (AID 1621); West Nile virus-infected cells, CPE inhibition; higher % means a stronger effect; CPE inhibition, % at 10 µM; hits with a dose series show IC50 in µM; 0.02% of 290,000 active; in the data active = a potency from the dose series; inconclusive = CPE inhibition mostly from about 3.7% at the one dose, without a potency; inactive = the rest, 99 in 100 with CPE inhibition below about 2.2%; also: strong numbers were not always called active
NS5 inhibitors – Dengue-2 NS5 methyltransferase inhibitors, primary screen, biochemical, confirmation dose response (AID 588689) | 0.3% of 340,000 active | inhibition, % at 25 µM; hits with a dose series show IC50 in µM | Dengue-2 NS5 methyltransferase capping enzyme assay, biochemical; higher % means a stronger effect; in the data active = a potency from the dose series; inconclusive = inhibition above about 29% without an active follow-up result
K1F lysis inhibition – protection from phage-mediated lysis, alamar blue read-out – E. coli UTI89, K1F phage, bacterial capsule biogenesis inhibitors (AID 488966); E. coli UTI89 K1F phage lysis, alamar blue, 2 h; higher % means a stronger effect; inhibition, % at 100 µM; hits with a dose series show IC50 in µM; 0.02% of 340,000 active;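 active = phage lysis inhibition, versus mean bacterial control, above a set limit; inconclusive = no clear call, values can overlap the other calls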;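 also: capsule biogenesis inhibitors block K1F phage lysis so surviving cells raise fluorescence; higher fluorescence means more inhibition of phage lysis; actives were called in the ten point dose series up to 300 µM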
ER stress rescue – rescue of cells from ER stress-induced death, primary screen, 384-well, CSM14.1, thapsigargin, ATP luminescence (AID 1222). CSM14.1 thapsigargin-induced death rescue, ATP luminescence; higher % means a stronger effect. 190,000 tested, under 10 active. cellular ATP content (survival), % at 20 µM, or EC50 in µM where a hit was titrated;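 active = EC50 below 50 µM in the dose-response confirmation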;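 also: death triggered by thapsigargin at about 15 µM added after 2 h compound pretreatment; cell ATP read after overnight thapsigargin exposure of roughly 18 to 22 hours; normalized against plate controls of thapsigargin alone and 5% DMSO vehicle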
RSV antiviral HEp-2 – inhibition of RSV-induced cytopathic effect – HEp-2 cells, primary 10 µM value included (AID 2391) | HEp-2 cells, RSV-induced CPE inhibition; higher % means a stronger effect | CPE inhibition, % at 10 µM; hits with a dose series show IC50 in µM | 0.13% of 310,000 active; in the data active = a potency from the dose series; inconclusive = CPE inhibition mostly from about 23% at the one dose, without a potency; inactive = the rest, 99 in 100 with CPE inhibition below about 21%; also: strong numbers were not always called active
XIAP displacement – XIAP antagonists, biochemical, IAP family, fluorescence polarization (AID 1018); XIAP BIR domain, fluorescence polarization peptide displacement; higher % means a stronger effect; displacement, % at 20 µM; hits with a dose series show IC50 in µM; 0.007% of 200,000 active; in the data active = displacement above about 50%; also: a part of the inactive calls stands beside numbers as strong as those of hits
SV40 large T antigen – SV40 large T antigen inhibitors, biochemical (AID 1903); SV40 large T antigen ATPase/helicase inhibition assay; higher % means a stronger effect; one-dose inhibition, % at 20 µM; IC50 in µM for titrated hits; 0.39% of 310,000 active; in the data active = a potency from the dose series; inconclusive = inhibition mostly from about 32% at the one dose, without a potency; inactive = the rest, 99 in 100 with inhibition below about 32%; also: strong numbers were not always called active
WT yeast gro inh mutant strain – second read-out of WT yeast gro inh, no call of its own (marks repeat the call); inhibition, %; mitochondrial fusion phenotypic screen, mutant strain inhibition
NS5 inhibitors pilot replicate – second read-out of NS5 inhibitors, no call of its own (marks repeat the call); inhibition, %; measured here: pilot screen replicate inhibition
Starred values were filed as active, the others as inactive; i = inactive; ? = inconclusive; · = not tested or not shown; & = joins results of further samples; [ ] = remark or other dose.

SMILES	Yfh1-off respiration	WT yeast gro inh	WT yeast gro inh mutant strain	West Nile antiviral	NS5 inhibitors	K1F lysis inhibition	ER stress rescue	RSV antiviral HEp-2	XIAP displacement	SV40 large T antigen	others
O=C(Cn1nnc(-c2ccc(Cl)cc2)n1)NCCC1=CCCCC1	i	-6	-15	-0.7%	0%	0.0%[50 µM]	0.7%	-0.7%	-1.9%	2%
COc1ccc(OC)c(S(=O)(=O)NCC(c2ccc3c(c2)OCO3)N2CCOCC2)c1 (stereo unspecified)	·	·	·	·	-6%	0.9%[50 µM]	·	-1.3%	·	16%
CN(C)S(=O)(=O)c1cc(C(=O)NCc2ccccc2)c(Cl)cc1Cl	i	13	5	-0.4%	-7%	-0.2%	-0.6%	4.7%	-2.1%	4%
Cc1ccc(-c2cnc(-c3ccncc3)o2)cc1	i	-7	7	-0.2%	-3%	0.7%	-5.4%	4.4%	3.3%	29%	NS5 inhibitors pilot replicate=-4.0
COCc1c(C(=O)N/N=C/c2ccco2)nnn1-c1nonc1N	·	·	·	-0.5%	1%	0.1%	·	-0.2%	·	8%
O=C(COc1ccc(Cl)cc1)Nc1ccc2oc(=O)ccc2c1	·	·	·	-0.1%	-2%	-0.3%	·	1.3%	·	7%
CCC(=O)N1CCN(c2ccc(Cl)cc2NC(=O)Cc2ccccc2)CC1	i	-6	-8	-0.3%	0%	4.5%	-1.9%	2.8%	-14%	9%
COc1ccc(C(=O)C[n+]2cc(Br)cc3ccccc32)cc1[N+](=O)[O-]	·	·	·	-0.1%	-2%	0.1%	·	6.5%	·	29%
CCOC(=O)CN(C)Cc1c[nH]c2ccccc12	·	15	-6	·	·	·	-0.3%	0.8%	-1.2%	1%
CCC(C)N(C(=O)Cn1c(Cl)nc2c1c(=O)n(C)c(=O)n2C)C1CCS(=O)(=O)C1 (stereo unspecified)	·	·	·	0.1%	2%	0.2%	·	0.8%	·	9%
O=c1ccc2cc3c(-c4ccccc4)coc3cc2o1	·	·	·	0.4%	-3%	4.0%[50 µM]	·	1.2%	·	13%
Cn1c(Oc2ccc(F)cc2F)c(C=O)c2ccccc21	i	2	10	-0.9%	6%	-0.1%	-0.6%	9.8%	-1.1%	7%
O/N=C(\c1ccccc1)c1nccc2ccccc12	·	·	·	0.4%	-9%	0.2%	·	3.4%	·	1%
CCS(=O)(=O)n1nc(NCc2cccc(OC)c2)nc1NCc1cccc(OC)c1	i	2	-5	-0.3%	-2%	0.1%[50 µM]	0.0%	5.3%	-1.7%	1%
CCCNC(=O)CN(C1CCCCC1)S(C)(=O)=O	i	0	-1	0.5%	6%	-0.4%	-2.1%	0.9%	-5.3%	-10%
COCCCNC(=O)C(=O)NCC(c1ccco1)N1CCN(c2ccc(OC)cc2)CC1 (stereo unspecified)	·	·	·	-0.1%	-5%	0.0%	·	1.1%	·	27%
CCOCCCNC(=O)c1cc(Nc2ccc(OC)cc2OC)nc2ccccc12	·	·	·	-0.8%	-4%	-0.1%[50 µM]	·	0.0%	·	25%
CCCc1nc2c(C)ccc(C)c2c(N)c1CC	i	21	29	-0.2%	-6%	0.4%	-2.6%	-1.0%	-2.9%	3%
COc1cccc2c1c(NC(=O)c1cc(C)on1)nn2C	i	·	·	-0.2%	-7%	0.1%	·	2.1%	·	14%
C=CCn1c(C)cc(C(=O)CN2C(=O)c3ccccc3C2=O)c1C	i	8	8	-0.3%	0%	4.9%	-0.4%	6.1%	-2.1%	3%
CCN(CC)C(=O)c1sc(N2C(=O)Nc3ccccc3N2O)c(C(=O)OC)c1C	i	-17	4	0.5%	1%	0.2%	-0.1%	1.7%	-3.5%	15%
CC1CC(C)(C)NC(=S)N1CCC(=O)N1c2ccccc2CC1C (stereo unspecified)	i	3	-2	-0.6%	-5%	-0.1%	0.4%	0.4%	-4.9%	23%
COC(=O)CN1CCN(C(=O)c2ccco2)CC1	·	·	·	0.1%	0%	-1.7%[50 µM]	·	0.6%	·	-1%
O=P(OC1CCCCC1)(OC1CCCCC1)C(Nc1ccccc1)c1cccnc1 (stereo unspecified)	i	·	·	0.8%	0%	0.1%	·	0.9%	·	8%
Cc1cc(C)c(NC(=O)COC(=O)c2cccc3c2C(=O)c2ccccc2C3=O)c(C)c1	i	12	14	-0.9%	-7%	-2.9%	-2.2%	2.4%	0.1%	9%
CN(C(=O)C1CCC(CNS(=O)(=O)c2cccc3cccnc23)CC1)C1CCCCC1 (stereo unspecified)	·	·	·	-0.6%	-11%	-0.2%	·	7.8%	·	6%
CCN(CC)CCNC(=O)Cn1cnc2sc(C)c(S(=O)(=O)N3CCC(C)CC3)c2c1=O	·	·	·	0.3%	0%	-0.2%	·	0.2%	·	7%
CCOc1cc(C2C(C(=O)OC(C)C)=C(C)NC3=C2C(=O)CCC3)cc([N+](=O)[O-])c1O (stereo unspecified)	i	-4	1	-0.6%	-4%	-0.2%	1.5%	1.0%	-0.4%	2%
CC1CCCN(S(=O)(=O)c2ccc(S(=O)(=O)N3CCC4(CC3)OCCO4)cc2)C1 (stereo unspecified)	i	2	9	0.9%	0%	2.1%[50 µM]	-3.8%	3.2%	-11%	2%
CCOC(=O)c1cc(-c2ccccc2)sc1NC(=O)C(C)OC(=O)c1cccnc1Cl (stereo unspecified)	i	-9	-10	0.5%	4%	4.0%	7.4%	9.7%	-7.7%	4%
Cc1ccc(NC(=O)C2CCN(C(=O)[C@@H]3Cc4ccccc4CN3)CC2)cc1	·	·	·	0.0%	-7%	0.2%	·	-3.0%	·	7%
O=C(NCCCN=C1NS(=O)(=O)c2ccccc21)c1ccco1	i	2	-2	1.2%	0%	0.7%[50 µM]	1.6%	2.1%	-3.3%	-1%
COc1cccc2cc(C(=O)NCCC3=CCCCC3)c(=O)oc12	i	4	18	-0.2%	4%	0.9%	-1.3%	0.8%	-2.8%	6%
S=c1[nH]nc(CCSCc2ccccc2)n1-c1ccccc1	i	23	-2	-0.7%	-5%	0.7%	-0.3%	1.6%	-9.0%	19%
Cc1c(C(=O)O)oc2ccc(S(=O)(=O)NCc3ccc(F)cc3)cc12	i	4	-12	0.1%	-2%	7.9%	0.4%	-0.3%	-2.5%	13%
O=C(c1ccccc1)N1CCN(c2ccc([N+](=O)[O-])c(NCc3ccco3)c2)CC1	i	35	4	-0.2%	1%	8.4%	-5.2%	?	-0.5%	0%
O=c1[nH]c(CN2CCN(c3ccccc3Cl)CC2)nc2ccsc12	i	-11	5	-0.1%	10%	11%	0.4%	2.3%	-2.6%	8%
CC(C)(C)c1nnc(NC(=O)CCS(=O)(=O)Cc2ccccc2)s1	·	·	·	0.7%	-5%	0.1%	·	0.9%	·	10%
CCN(CC)Cc1cc(Nc2ccnc3cc(Cl)ccc23)ccc1O	·	·	·	?	-4%&-4%	?	·	-3.1%&-3.1%	·	?
COc1cc(OC)c(C2CC(=O)N3CN(C)CSC3=C2C#N)cc1OC (stereo unspecified)	i	10	5	0.2%	7%	-2.0%	-0.9%	1.5%	-2.4%	61µM*

An excerpt from further up, as a working copy:
SMILES	Yfh1-off respiration	WT yeast gro inh	WT yeast gro inh mutant strain	West Nile antiviral	NS5 inhibitors	K1F lysis inhibition	ER stress rescue	RSV antiviral HEp-2	XIAP displacement	SV40 large T antigen	others
CCOc1cc(C2C(C(=O)OC(C)C)=C(C)NC3=C2C(=O)CCC3)cc([N+](=O)[O-])c1O (stereo unspecified)	i	-4	1	-0.6%	-4%	-0.2%	1.5%	1.0%	-0.4%	2%
CC1CCCN(S(=O)(=O)c2ccc(S(=O)(=O)N3CCC4(CC3)OCCO4)cc2)C1 (stereo unspecified)	i	2	9	0.9%	0%	2.1%[50 µM]	-3.8%	3.2%	-11%	2%
CCOC(=O)c1cc(-c2ccccc2)sc1NC(=O)C(C)OC(=O)c1cccnc1Cl (stereo unspecified)	i	-9	-10	0.5%	4%	4.0%	7.4%	9.7%	-7.7%	4%
Cc1ccc(NC(=O)C2CCN(C(=O)[C@@H]3Cc4ccccc4CN3)CC2)cc1	·	·	·	0.0%	-7%	0.2%	·	-3.0%	·	7%
O=C(NCCCN=C1NS(=O)(=O)c2ccccc21)c1ccco1	i	2	-2	1.2%	0%	0.7%[50 µM]	1.6%	2.1%	-3.3%	-1%
COc1cccc2cc(C(=O)NCCC3=CCCCC3)c(=O)oc12	i	4	18	-0.2%	4%	0.9%	-1.3%	0.8%	-2.8%	6%
S=c1[nH]nc(CCSCc2ccccc2)n1-c1ccccc1	i	23	-2	-0.7%	-5%	0.7%	-0.3%	1.6%	-9.0%	19%
Cc1c(C(=O)O)oc2ccc(S(=O)(=O)NCc3ccc(F)cc3)cc12	i	4	-12	0.1%	-2%	7.9%	0.4%	-0.3%	-2.5%	13%
O=C(c1ccccc1)N1CCN(c2ccc([N+](=O)[O-])c(NCc3ccco3)c2)CC1	i	35	4	-0.2%	1%	8.4%	-5.2%	?	-0.5%	0%
O=c1[nH]c(CN2CCN(c3ccccc3Cl)CC2)nc2ccsc12	i	-11	5	-0.1%	10%	11%	0.4%	2.3%	-2.6%	8%
CC(C)(C)c1nnc(NC(=O)CCS(=O)(=O)Cc2ccccc2)s1	·	·	·	0.7%	-5%	0.1%	·	0.9%	·	10%
CCN(CC)Cc1cc(Nc2ccnc3cc(Cl)ccc23)ccc1O	·	·	·	?	-4%&-4%	?	·	-3.1%&-3.1%	·	?
COc1cc(OC)c(C2CC(=O)N3CN(C)CSC3=C2C#N)cc1OC (stereo unspecified)	i	10	5	0.2%	7%	-2.0%	-0.9%	1.5%	-2.4%	61µM*

The list goes on:
SMILES	Yfh1-off respiration	WT yeast gro inh	WT yeast gro inh mutant strain	West Nile antiviral	NS5 inhibitors	K1F lysis inhibition	ER stress rescue	RSV antiviral HEp-2	XIAP displacement	SV40 large T antigen	others
O=C(NCC1CCCN(Cc2ccccc2F)C1)c1cccc(C(F)(F)F)c1 (stereo unspecified)	i	7	-8	-0.8%	-1%	0.2%	5.7%	0.5%	-1.6%	-6%
CCSc1ncccc1-c1nc2ccccc2[nH]1	i	10	27	-0.6%	-5%	-0.3%	-1.8%	1.3%	-2.5%	8%
O=C(c1ccccc1)N1CCc2ccccc21	i	-1	-18	0.1%	-2%	0.0%	-2.1%	1.5%	-7.5%	5%
CC(C)OC(=O)c1cccc(NC(=O)c2ccccc2)c1	i	-8	-7	-1.1%	-3%	-0.1%	-0.1%	?	-0.9%	4%
COc1cc(NC(=O)COC(=O)CCCC2=NS(=O)(=O)c3ccccc3N2)cc(OC)c1	·	·	·	0.1%	2%	0.1%	·	1.0%	·	10%
O=C(NCc1ccccc1)NC1(C(=O)N2CCN(c3ncccn3)CC2)CCCCC1	i	11	21	-0.3%	-3%	-1.6%	0.8%	2.2%	0.3%	6%

Compound activity from PubChem.
